Screening data from PubChem.
Anesthetic bind: candidate novel general anesthetic via apoferritin binding; apoferritin/1-aminoanthracene competitive binding, fluorescence; hit rate 0.074% among 350,000; P02791; Potency, µM (doses to about 77.5 µM), without a hit: at the top dose activity change, negative = displacement, hits mostly inhibitors; note: potency is the fitted concentration of half-maximal effect; % is set by controls: 0 for no effect and ±100 for the full control effect; nearly all actives have a fitted effect of over 20% in size
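Probe: 1-aminoanthracene (50% saturated, PBS). Protein: horse-spleen apoferritin, 10 uM. Incubation: 10 min, room temperature. Detection: 380 nm excitation, 535 nm emission. Analysis: normalized response, four-parameter Hill.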
APE1 inh: blocks human APE1 abasic DNA cleavage; Potency, µM (titrated, usually from 65.8 µM), inactives show top-dose activity change, negative = inhibition, actives largely listed as inhibitors; recombinant APE1, TAMRA/BHQ-2 abasic DNA cleavage fluorescence; P27695; hit rate 0.35% among 350,000;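 note: potency is the fitted concentration of half-maximal effect; plate controls were vehicle for no effect and reference inhibitor for full effect; nearly all actives have a fitted effect of over 55% in size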
Target sequence (P27695 whole entry, looked up): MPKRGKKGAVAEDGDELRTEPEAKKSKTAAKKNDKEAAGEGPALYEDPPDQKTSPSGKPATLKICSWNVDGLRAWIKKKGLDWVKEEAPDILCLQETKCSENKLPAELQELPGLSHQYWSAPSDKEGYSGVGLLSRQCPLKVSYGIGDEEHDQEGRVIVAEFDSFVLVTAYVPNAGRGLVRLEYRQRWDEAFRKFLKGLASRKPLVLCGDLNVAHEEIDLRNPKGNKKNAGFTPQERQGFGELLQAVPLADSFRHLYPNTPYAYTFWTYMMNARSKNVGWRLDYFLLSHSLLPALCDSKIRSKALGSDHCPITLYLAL
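Kinetic fluorescence read (525 ex/598 em nm, three reads 60 s apart) of AP-site incision; signal = third minus first read. Enzyme 0.75 nM, dual-labelled THF duplex 50 nM, compound preincubation 15 min RT.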
POLK inh: DNA polymerase kappa (human) inhibition; Q9UBT6; purified Pol kappa, fluorescent DNA synthesis assay, 10 min; Potency, µM (top dose mostly 107 µM), for the others: top-dose activity, negative = inhibition, actives largely listed as inhibitors; hit rate 0.53% among 400,000; AID 588579; note: potency is the fitted concentration of half-maximal effect; % is set by controls: 0 for no effect and ±100 for the full control effect
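Enzyme at 10 nM met test compounds for 15 min at room temperature. Substrate addition (50 nM final) began the reaction, which was monitored by fluorescence at 0 and 10 min.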
TRHR agonist: activates the human TRH receptor; AID 493084; activation, % at 2 µM; P34981; hit rate 0.18% among 360,000; TRHR cells, calcium flux fluo-8, FDSS agonist mode; in the data active = activation above about 30%; note: 0% is about no effect
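Agonist-mode FDSS calcium read (Ex 480/Em 530, 1 s cycles) in 1536-well TRHR cells with fluo-8 dye, after 10-cycle baseline and 23 nL compound addition; TRH at EC20 (10 nM final) added afterwards for the enhancer phase.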
Pol beta inh: inhibitors of human DNA polymerase beta; Pol beta primer extension/strand displacement, fluorescence kinetic; Potency, µM (series often up to 114 µM), for inactives: at the top dose activity change, negative = inhibition, actives largely listed as inhibitors; hit rate 1.3% among 340,000; AID 485314; note: potency is the fitted concentration of half-maximal effect; % is set by controls: 0 for no effect and ±100 for the full control effect
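Enzyme-only controls used 10 nM Pol beta; buffer lacking enzyme served as negative control. Compound preincubated 15 min, then 50 nM substrate added; 0 and 10 min reads at room temperature.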
BLM inh: Bloom syndrome helicase (human) inhibition; hit rate 0.2% among 350,000; Potency, µM (titrated, usually from 56.1 µM), without a hit: at the top dose activity change, negative = inhibition, actives largely listed as inhibitors; recombinant BLM DNA unwinding, fluorescence dequenching; P54132;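 note: potency is the fitted concentration of half-maximal effect; plate controls were vehicle for no effect and no enzyme for full effect; nearly all actives have a fitted effect of over 35% in size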
ERG-DNA inh: ERG Ets/DNA interaction inhibition; fluorescence polarization, His-ERG Ets domain / labelled DNA; Potency, µM (series often up to 76.9 µM), inactives show at the highest dose FP activity, negative = inhibition, most hits filed as inhibitors; P11308; AID 624246; hit rate 0.028% among 370,000; active = well fitted inhibition curve with a large enough effect in the polarisation, with a control signal flat; inconclusive = small, poorly fitted or top-dose-only effect, or effect the other way, or a change in a side signal; inactive = no such curve, though single readings can be large or run the other way; the % refers to the polarisation;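 note: polarization taken with two DNA probes labelled with fluorescein and Texas red; potency is the fitted concentration of half-maximal effect; % of control where 0% means no effect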
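His-tagged ERG Ets domain (1 uM in the protein solution; 300mM KCl, 50mM Tris-HCl, 1mM EDTA, 1mM DTT, pH 7.5) received compound, then a probe mix of 5 nM fluorescein-DNA and 100nM Texas-615-DNA. Fluorescence polarization was read for both dyes.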
Pol iota inh: inhibitors of human DNA polymerase iota | Q9UNA4 | Pol iota fluorescent replication assay, 10 min | Potency, µM (top dose mostly 115 µM), for the others: at the top dose activity, negative = inhibition, actives largely listed as inhibitors | hit rate 1% among 390,000 | AID 588590; note: potency is the fitted concentration of half-maximal effect
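Pol iota at 10 nM preincubated 15 min with compounds at room temperature; reaction started with fluorescent substrate, 50 nM final. Fluorescence read kinetically at 0 and 10 min; buffer-only wells as negative control.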
12-LOX inh: blocks human arachidonate 12S-lipoxygenase. Potency, µM (titrated, usually from 108 µM), inactives show at the top dose activity change, negative = inhibition, actives largely listed as inhibitors. purified 12hLO, xylenol orange hydroperoxide absorbance. hit rate 1.1% among 580,000. P18054; note: potency is the fitted concentration of half-maximal effect; % is set by controls: 0 for no effect and ±100 for the full control effect
Target sequence (P18054 whole entry, looked up): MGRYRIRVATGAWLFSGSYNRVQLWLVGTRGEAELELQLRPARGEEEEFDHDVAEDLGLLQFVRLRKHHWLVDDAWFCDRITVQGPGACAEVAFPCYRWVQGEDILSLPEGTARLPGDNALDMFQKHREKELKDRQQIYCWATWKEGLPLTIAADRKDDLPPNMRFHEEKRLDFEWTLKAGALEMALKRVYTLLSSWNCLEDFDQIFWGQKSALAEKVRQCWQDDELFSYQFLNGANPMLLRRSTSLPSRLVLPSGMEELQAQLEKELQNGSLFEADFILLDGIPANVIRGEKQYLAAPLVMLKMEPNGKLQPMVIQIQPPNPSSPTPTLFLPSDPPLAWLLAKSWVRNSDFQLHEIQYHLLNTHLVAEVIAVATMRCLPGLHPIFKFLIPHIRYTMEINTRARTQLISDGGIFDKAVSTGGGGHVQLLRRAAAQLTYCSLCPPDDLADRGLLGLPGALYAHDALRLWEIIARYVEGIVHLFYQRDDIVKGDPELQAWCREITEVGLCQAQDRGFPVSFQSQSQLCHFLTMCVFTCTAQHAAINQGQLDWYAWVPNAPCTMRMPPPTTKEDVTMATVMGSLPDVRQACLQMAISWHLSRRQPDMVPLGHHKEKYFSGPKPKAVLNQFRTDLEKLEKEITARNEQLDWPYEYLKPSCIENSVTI
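Purified human 12hLO (150 nM final) in 25 mM Hepes, 0.01% Triton X-100, pH 7.0 was preincubated 15 min at room temperature with compound. Then 40 uM arachidonic acid was added, 30 min. Hydroperoxide was read by Fe-XO absorbance ratio 573/405 nm.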
Starred values were filed as active, the others as inactive; ? = inconclusive; · = no result given; & = joins results of further samples; [ ] = remark or other dose. Unless noted, calls come from the whole dose curve; as a rule, active = well fitted curve in the direction sought with a large enough effect; inconclusive = small, poorly fitted or top-dose-only effect, or another doubt; inactive = no such curve, though single readings can be large; an effect the other way counts as inactive or inconclusive.

SMILES | Anesthetic bind | APE1 inh | POLK inh | TRHR agonist | Pol beta inh | BLM inh | ERG-DNA inh | Pol iota inh | 12-LOX inh
CC1=Nc2cc(C(=O)NC(C)C)ccc2Sc2ccc(C)cc21 | -19% | · | -15% | 0.1 | 1% | -3% | -2% | -1% | -13%
Cc1cccc(NC(=O)c2ccc(NC(=O)CC3SC(N4CCCC4)=NC3=O)cc2)n1 (stereo not given) | · | 62%[activator] | -4% | -0.4 | · | · | · | ? | ?
Cc1c(C(=O)OCCOc2ccccc2)[nH]c2c1C(=O)CCC2 | -10% | -5% | -16% | -1.4 | 13% | -14% | -15% | -3% | ?
COc1cc(Cl)cc(C2NC(=O)NC(C)=C2C(=O)NCc2ccccc2)c1O (stereo not given) | -4% | -7% | -10% | 0.2 | 12% | -4% | · | 12% | -7%
Cc1cc(C)c(NC(=S)NCCO)c(C)c1 | -3% | 0% | -5% | 0.7 | -21% | -4% | -3% | 14% | 9%
CCOc1ccc(N(CC(=O)NC(C)CC)S(=O)(=O)c2c(C)noc2C)cc1 (stereo not given) | -4% | -2% | · | -0.3 | 12% | -3% | · | · | ·
O=C(CSc1nc(N2CCCCC2)nc(N2CCCCC2)n1)Nc1nccs1 | 2% | -5% | 0% | 0.2 | -10% | -2% | 5% | 5% | -16%
Cc1c(CN(C)C(=O)/C=C/c2ccc([N+](=O)[O-])cc2)cnn1C | -9% | 0% | 0% | 0.6 | 1% | -9% | · | 7% | -20%
CCOc1ccc(CNC(=O)CS(=O)(=O)c2cccc3nsnc23)cc1 | -16% | · | -9%[60.1 µM] | -0.6 | 4% | -1% | 8% | 8% | -15%
Cc1c[n+](C)ccc1CC1C([N+](=O)[O-])=C[N-]c2ncnn21 (stereo not given) | -15% | 1% | -10% | 1.3 | 12% | -3% | -5% | 17% | -12%
COc1cc2oc3ccccc3c2cc1N(CC(=O)N(C)C)S(=O)(=O)c1ccc(C)cc1 | -11% | 9% | 2% | 0.5 | 25% | -13% | -16% | 11% | -24%
COc1cc2c(cc1OC)C(c1cc3cccc(C)c3[nH]c1=O)N(C(=O)c1ccco1)CC2 (stereo not given) | 4% | 35% | · | 0.0 | 12% | -1% | · | · | -3%
COc1ccc(-c2csc(-c3cccnc3)n2)cc1C | -16% | 20% | -9% | -1.1 | 4% | -5% | -1% | -4% | 21%
Cc1ccc(OCCSc2nc3ccccc3n2CC(=O)O)c(C(C)C)c1 | -8% | 26% | -5% | -1.3 | 8% | -1% | -2% | 3% | -25%
O=C(NCC1CCCO1)c1cc(S(=O)(=O)Nc2ccc(Br)cc2)ccc1Cl (stereo not given) | -7% | -1% | 6% | 0.4 | 4% | -4% | 19% | 1% | -59%
C=CCN1C(=O)/C(=C\c2ccc(Oc3nc(N4CCOCC4)nc(N4CCOCC4)n3)c(OC)c2)SC1=S | -9% | 11% | 1% | 1.6 | 0% | -3% | 30% | 87%[activator] | 43%[activator]
C/C(N)=C(/C#N)C(=O)CSc1nc2ccccc2c(=O)n1CCCOC(C)C | -1% | -9% | -7% | -0.2 | 21% | -7% | -1% | -9% | -8%
COc1ccc(NC(=O)CSc2n[nH]c(=O)n2C2CC2)cc1Cl | · | -2% | -18% | 0.4 | · | · | 7% | -15% | 10%
CC(OC(=O)CSc1ccc(F)cc1)C(=O)NC1(C#N)CCCCC1 (stereo not given) | -6% | 15% | 2% | -0.3 | 7% | -2% | -11% | 3% | -35%
O=C(OCC(=O)N1CCc2ccccc21)c1c2c(nc3ccccc13)CCCC2 | ? | 2% | -3% | -0.9 | 3%[57.1 µM] | -9% | 2% | 17% | 12%
O=C(Nc1ccc(Nc2ccccc2)cc1)c1ccc(Br)o1 | ? | -3% | -26% | 0.0 | 2% | -11% | -6% | 3% | 0%
COc1ccc(/C=N/NC(=O)CN2CCCc3ccccc32)c(OC)c1 | -12% | -6% | -23% | 0.1 | 0% | -7% | 3% | -9% | 0%
CCOc1cccc(C(=O)Nc2nnc(-c3cccs3)s2)c1 | -10% | 3% | -20% | -0.1 | 7% | -2% | 4% | 8% | 46%[activator]
Cc1ccc(N(Cc2cccs2)C(=O)c2ccc(OC(C)C)cc2)cc1 | 313%[activator] | · | -18% | 3.6 | 5% | -10% | -1% | 15% | 0%
Cc1ccc(SCc2cc(=O)[nH]c(SCC(=O)Nc3cc(Cl)ccc3Cl)n2)cc1 | -7% | 1% | -6% | 0.0 | 11% | -25% | 6% | ? | ?
COc1cccc(NC(=S)N(CCCN2CCOCC2)C(C)c2cc3cccc(OC)c3o2)c1 (stereo not given) | -2% | -1% | -3% | -0.1 | -14% | 1% | 6% | 1% | 0%
C[C@@H]1OC(OC2CC[C@@]3(C)C(CC[C@@]4(C)C3CC=C3C5CC(C)(C)CC[C@]5(C(=O)OC5OCC(O)[C@@H](O)[C@@H]5OC5O[C@@H](C)[C@H](O[C@H]6OC(CO)C(O)C(O)C6O)C(O)C5O)C(O)C[C@@]34C)C2(C)C)C(O)C(O)[C@H]1OC1OCC(O)C(O)[C@H]1O (stereo not given in full) | -9% | 28µM* | 25µM* | · | · | 0% | · | · | ·
Cc1cc(O)cc(O)c1-c1onc(C(F)(F)F)c1-c1cscn1 | -19% | -4% | -1% | 0.1 | 9% | -9% | 7% | 0% | ?
c1ccc2c(c1)CC(N1CCN(c3cccc4c3OCCO4)CC1)C2 | 2% | 0%&-5% | -7%&12%[60.1 µM] | · | -1%[57.1 µM] | 3% | · | -3%[58.9 µM] | ·
CCOC(=O)c1cc(-c2ccc(C)cc2)n(CCC(=O)NCCc2ccc(C)cc2)c1C | -1% | · | 2% | 0.9 | -13% | -11% | 4% | 27% | 0%
COC(=O)c1cccc(NC(=O)CN2CCN(c3ccc(OC)cc3)CC2)c1 | -13% | 0% | -19% | -0.9 | 5% | 1% | 1% | -2% | -34%
O=C(c1cc(COc2c(F)cccc2F)on1)N1C[C@H]2CC[C@H]1C2 | -19% | -5% | 5% | -1.0 | 1% | -4% | 8% | 0% | 0%
COc1cccc(OC)c1C(=O)Nc1ccc(N2CCCC2)cc1 | ? | 27% | -1% | -0.5 | -8% | -2% | -1% | 5% | -29%
CN(c1ccccc1)S(=O)(=O)c1cc(C(=O)c2nccn2C)ccc1Cl | ? | -3% | -11% | -0.9 | -6% | -6% | · | 0% | 8%
COC(=O)c1ccc(C)c(NC(=O)CSc2nnc3ccccn23)c1 | · | 3% | -5% | -0.3 | · | · | 12% | 13% | -3%
O=C(OCn1nnc2ccccc2c1=O)c1ccc(Br)o1 | 5% | 6% | -9% | -0.6 | 29% | -1% | -3% | 0%[58.9 µM] | ?
COc1ccc(-c2nnc(SCc3c(C)noc3C)o2)cc1 | -5% | 8% | -1% | 0.1 | 15% | -2% | -1% | 88%[activator] | 10%
COc1ccc(CN2CCNC(=O)C2CC(=O)NCc2cc(C)n(C)n2)c(F)c1 (stereo not given) | -18% | 7% | -22% | 0.4 | 13% | -2% | -12% | -7% | -1%
C#CC1(NC(=O)NC(C)C)CCCCC1 | -8% | 33%[activator] | 11% | 0.9 | 13% | -2% | -3% | 32%[activator] | 3%
CC(=O)Nc1ccc(S(=O)(=O)N(C)CC(=O)NNC(=O)Cc2nc3ccccc3n2C)cc1 | · | 15% | -5% | · | · | · | 1% | 27% | 0%
O=C(CN(C1CCCCC1)S(=O)(=O)c1ccc(Cl)cc1)N1CCOCC1 | -3% | -2% | -9% | 0.3 | 10% | 1% | -3% | 2% | 0%
Cc1ccc(-c2nc3cc(NC(=O)C(C)C)ccc3o2)cc1C | 7% | 1% | 1% | -0.3 | 1% | -8% | 3% | -5% | -7%
Cc1cccc2cc(CN(Cc3ccco3)C(=O)NC3CCCCC3)c(=O)[nH]c12 | -20% | -3% | 3% | -0.9 | 0% | 2% | -12% | 4% | ?
CCc1ccc(NC(=S)Nc2cccc(OC)c2)cc1 | -23% | 1% | -15% | -0.7 | 10% | -6% | -6% | -2% | ?
CCOC(=O)C1CCCN(S(=O)(=O)c2cc(Br)cc3c2N(C(=O)CC)CC3)C1 (stereo not given) | -3%&51% | -3% | -11%&5% | -0.4&-0.3 | 19%&2% | 0%&-2% | -5%&3% | 8%&10% | 25%&0%
COCCCNC(=O)CCSc1ccc(C)cc1 | -8% | 1% | -8% | -0.6 | 49% | 3% | -6% | 139%[activator] | 15%
Cc1ccn2c(Nc3ccc4c(c3)OCO4)c(-c3ccc(O)cc3)nc2c1 | -19%&-2% | 1% | 3%&-8% | 0.0&-1.1 | -14%&2% | -17%&-11% | ? | 25%&0% | ?
Nc1ccc(-c2ccc(N)c([N+](=O)[O-])c2)cc1[N+](=O)[O-] | -5% | ? | -10% | -1.1 | ? | -12% | 12% | ? | -5%
S=c1[nH]nc(COc2ccccc2)n1/N=C/c1cccnc1 | 4% | 0% | 4% | -0.4 | 36% | -3% | 3% | 26% | ?

Four structures already listed, sorted by molecular weight, highest first:
SMILES | Anesthetic bind | APE1 inh | POLK inh | TRHR agonist | Pol beta inh | BLM inh | ERG-DNA inh | Pol iota inh | 12-LOX inh
COc1ccc(CN2CCNC(=O)C2CC(=O)NCc2cc(C)n(C)n2)c(F)c1 (stereo not given) | -18% | 7% | -22% | 0.4 | 13% | -2% | -12% | -7% | -1%
O=C(CN(C1CCCCC1)S(=O)(=O)c1ccc(Cl)cc1)N1CCOCC1 | -3% | -2% | -9% | 0.3 | 10% | 1% | -3% | 2% | 0%
Nc1ccc(-c2ccc(N)c([N+](=O)[O-])c2)cc1[N+](=O)[O-] | -5% | ? | -10% | -1.1 | ? | -12% | 12% | ? | -5%
COCCCNC(=O)CCSc1ccc(C)cc1 | -8% | 1% | -8% | -0.6 | 49% | 3% | -6% | 139%[activator] | 15%

An excerpt (hit frequency here may not be typical).
